# Bioassay records (PubChem)
# PP5 primary: PP5 (human) phosphatase inhibition | P53041 | purified PP5c, OMFP substrate fluorescence | inhibition, % at 6.7 µM | hit rate 0.18% among 320,000 | AID 1987;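 active = inhibition above the campaign's mean inhibition across all tested compounds plus 3 SD, cut at about 9.5% in these data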;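 note: 0% = DMSO only and 100% = 100 µM cantharidin control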
# Target sequence (P53041 whole entry, looked up): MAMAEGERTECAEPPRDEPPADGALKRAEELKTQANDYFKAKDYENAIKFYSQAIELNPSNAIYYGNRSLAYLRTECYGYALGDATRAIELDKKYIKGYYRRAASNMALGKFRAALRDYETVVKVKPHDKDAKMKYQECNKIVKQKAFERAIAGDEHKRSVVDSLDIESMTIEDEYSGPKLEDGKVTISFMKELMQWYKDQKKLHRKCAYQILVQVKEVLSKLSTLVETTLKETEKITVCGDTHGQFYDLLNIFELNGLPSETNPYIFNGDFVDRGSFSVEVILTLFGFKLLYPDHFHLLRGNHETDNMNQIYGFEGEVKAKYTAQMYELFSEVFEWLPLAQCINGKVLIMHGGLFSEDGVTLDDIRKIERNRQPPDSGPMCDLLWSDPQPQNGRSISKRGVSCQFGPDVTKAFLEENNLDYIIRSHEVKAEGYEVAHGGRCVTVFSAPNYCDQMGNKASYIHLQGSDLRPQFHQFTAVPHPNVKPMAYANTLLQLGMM
# CTSL1 counter: cathepsin L1 inhibition, PFM18AAP counter-screen; recombinant F. hepatica cathepsin L1, Z-Leu-Arg-MCA fluorescence; hit rate 0.49% among 300,000; inhibition, % at 5.96 µM; AID 1906;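 active = inhibition above the mean of all tested compounds plus 3 SD, set per screening campaign, cut at about 17% in these data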;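 note: 0% = plate median of test compound wells and 100% = 1 µM Z-Phe-Ala-diazomethylketone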
# TPT1 inhibitor: blocks Candida albicans tRNA 2'-phosphotransferase | recombinant caTPT1, FP RNA substrate dephosphorylation | inhibition, % at 5 µM | hit rate 0.81% among 300,000 | AID 1962;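 active = inhibition above the mean of all tested compounds plus 3 SD, set per screening campaign, cut at about 24% in these data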;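 note: plate controls were DMSO alone for no effect and ferristatin control at 100 nM for full effect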
# proCasp7 act: counter-screen: procaspase-7 (human) activation; activation, % at 8.5 µM; recombinant procaspase-7, Ac-DEVD-pNA absorbance 405 nm; D23A/D198A/D206A triple mutant, cannot self-cleave; scale: DMSO 0, 5 µM enzyme 100; AID 463210; hit rate 0.093% among 330,000;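 active = percent activation above the screen-wide mean plus 3 SD, cut at about 25% in these data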
#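 System: Procaspase-7 triple mutant (PC-7 D3A); measure: % activation from two-timepoint absorbance difference, scaled to controls; times: 1 h compound preincubation, 2 h substrate cleavage, 25 °C; also added: Ac-DEVD-pNA substrate, 400 µM as added; measured by: Epi-absorbance of released pNA at 405 nm, two timepoints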
# Efflux pump inh: antifungal efflux pump inhibition, Nile Red retention; S. cerevisiae Candida pump triplex; inhibition, % at 10 µM; hit rate 0.44% among 330,000; AID 485275;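 active = plate passing quality check with inhibition over a set limit, or well fluorescence over plate mean plus 4 SD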;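 note: Nile Red retained in pooled yeast measured as flow cytometry median fluorescence; 0% = buffer negative control and 100% = Enniatin B positive control; higher means more Nile Red kept so more efflux inhibition; some compounds called inactive have numbers as strong as hits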
# GASC-1 inh: inhibitors of human GASC-1 (JMJD2C) demethylase. inhibition, % at 2.35 µM. GST-JMJD2C(1-420) H3K9me3 demethylation, DELFIA europium. Q9H3R0. AID 2099. hit rate 0.069% among 330,000;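 active = more than half of a compound's replicate wells show inhibition beyond 50%, single wells judged on their own value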;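 note: signal counts dimethyl H3K9 product captured on neutravidin plate; 0% = median of DMSO wells and 100% = 0.3 times that DMSO median; strong numbers were not always called active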
# PP1 counter: blocks human PP1-alpha phosphatase, a PP5 counter-screen | inhibition, % at 6.7 µM | P62136 | purified PP1alpha, OMFP fluorescence | hit rate 0.9% among 320,000;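 active = inhibition above the mean inhibition of all tested compounds plus 3 SD, computed separately for each screening campaign, cut at about 15% in these data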
# Target sequence (P62136 whole entry, looked up): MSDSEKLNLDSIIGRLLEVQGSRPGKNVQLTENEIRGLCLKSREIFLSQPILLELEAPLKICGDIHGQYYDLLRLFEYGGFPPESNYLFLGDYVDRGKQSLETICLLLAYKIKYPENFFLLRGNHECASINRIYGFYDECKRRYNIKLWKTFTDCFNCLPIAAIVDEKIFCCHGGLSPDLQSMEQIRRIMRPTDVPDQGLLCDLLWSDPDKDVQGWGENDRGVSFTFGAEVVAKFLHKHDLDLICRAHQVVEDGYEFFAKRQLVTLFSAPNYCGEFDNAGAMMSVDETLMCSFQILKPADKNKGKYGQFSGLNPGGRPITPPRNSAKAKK
# proCasp3 act: procaspase-3 (human) activation. hit rate 0.11% among 330,000. activation, % at 8.5 µM. recombinant procaspase-3 D3A, Ac-DEVD-pNA absorbance 405 nm;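 active = activation above the mean of all tested compounds plus 3 SD, cut at about 21% in these data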;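 note: 0% = DMSO alone and 100% = DMSO wells spiked with extra 5 µM PC-3 D3A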
# Target sequence (P42574 whole entry D9A/D28A/D175A): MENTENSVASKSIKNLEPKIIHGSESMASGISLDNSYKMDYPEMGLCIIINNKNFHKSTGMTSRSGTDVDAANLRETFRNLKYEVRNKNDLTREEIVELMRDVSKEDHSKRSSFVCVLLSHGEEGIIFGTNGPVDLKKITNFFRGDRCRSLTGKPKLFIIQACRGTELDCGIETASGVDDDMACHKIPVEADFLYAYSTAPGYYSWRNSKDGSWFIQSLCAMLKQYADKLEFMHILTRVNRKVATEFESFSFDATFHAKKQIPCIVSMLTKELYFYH
#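 System: Procaspase-3 D3A mutant. Medium: Zinc-free 300 mM NaCl, 50 mM HEPES, 0.01% Triton X-100. Schedule: 1 h preincubation plus 2 h reaction at 25 °C. Measured by: 405 nm absorbance of p-nitroaniline, reads at 0 and 120 min. Read-out: percent activation relative to control range.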
# HCV core dimer: HCV core protein dimerization inhibition; TR-FRET GST/Flag-core106 dimerization, 1536-well; inhibition, % at 5 µM; hit rate 0.33% among 300,000; AID 1899;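 active = inhibition above the mean of all tested compounds plus 3 SD, set per screening campaign, cut at about 45% in these data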
#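 System – GST-tagged and Flag-tagged HCV core protein residues 1-106 · Repeats – one well for each compound · Technique – TR-FRET 671 and 617 nm emission · Doses – one concentration, 5 µM, in 0.5% DMSO · Times – 4 h, 22.5 °C incubation · Also added – Eu donor and XL665 acceptor anti-tag antibodies · Measure – percent inhibition of core106 dimerization signal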
# Starred values were filed as active, the others as inactive; · = no result given.
# Every second line gives: PP5 primary	CTSL1 counter	TPT1 inhibitor	proCasp7 act	Efflux pump inh	GASC-1 inh	PP1 counter	proCasp3 act	HCV core dimer
- COc1cc(NC(=O)CNC(=O)Cn2c(C)cc3ccccc3c2=O)cc(OC)c1OC
 : 3.1	-5	-4	-5	-0.2	-20	2	-4	-11
- COc1ccc(OCCSc2nc3nc(C)cc(C)n3n2)cc1
 : -0.6	-1	1	1	0.2	6	-2	-3	0
- COc1cc(NC(=O)CCC(=O)O)nc(OC)n1
 : 3.6	0	1	21	-0.1	-4	0	0	2
- N/C(=N\N=C\c1cccc(O)c1)c1nonc1N
 : 2.8	1	-4	2	0.0	-28	3	4	-6
- COc1ccc(OC)c(C2=NOC(C(=O)NCc3ccccn3)C2)c1 (stereo unspecified)
 : 3.9	-2	4	-7	0.0	2	-1	-2	-4
- C/C(=N\NC(=O)C(O)c1ccccc1)c1ccc(Cl)s1 (stereo unspecified)
 : -0.4	2	1	-2	-0.1	0	-1	-1	11
- CCOC(=O)Cc1csc(NC(=O)CCC(=O)O)n1
 : 2.1	-1	2	5	0.1	-2	-4	-3	-4
- COc1cc(C(=O)COC(=O)Cc2cnc3sccn23)cc(OC)c1OC
 : 0.2	-24	-3	2	-0.1	-9	2	8	-6
- COc1cc2[nH]c(=O)n(CCC(=O)N3CCN(Cc4ccccc4)CC3)c(=O)c2cc1OC
 : -0.2	-2	3	7	0.1	0	-3	-1	0
- CN1CCN(S(=O)(=O)c2ccc(N3CCN(C(=O)c4ccccc4)CC3)nc2)CC1
 : 2.5	4	0	0	0.0	-18	8	2	-3
- COc1ccc(C(C(=O)NCc2ccccc2)N(C(=O)c2snc(C(N)=O)c2N)c2ccccc2OC)cc1OC (stereo unspecified)
 : 0.2	2	-2	4	0.0	-1	0	2	6
- O=C1CCC(=O)N1c1ccc(S(=O)(=O)Nc2ccc(Br)cc2)cc1
 : 2.6	-4	-2	13	-0.1	3	-3	4	-2
- CSc1ccccc1NC(=O)COc1ccc(S(=O)(=O)N2CCCC2)cc1
 : -1.4	2	-2	-3	0.0	-3	-1	5	-1
- CCOC(=O)c1ccc(NC(=O)CCc2nc(-c3ccc(Cl)cc3)no2)cc1
 : 5.5	-2	-2	-7	0.0	4	5	10	-12
- O=C(O)c1ccccc1SC1CC(=O)N(c2ccc3c(c2)OCO3)C1=O (stereo unspecified)
 : -1.2	-3	4	-36	0.2	22	-9	-24	20
- CCOc1cc(/C=N/NC(=O)c2ccc3c(c2)OCCO3)cc(Br)c1O
 : -0.9	1	0	10	0.0	13	-2	-3	-16
- COc1cccc(N(C(=O)c2ccco2)c2nc(-c3sc(NC(=O)c4ccco4)nc3C)cs2)c1
 : 6.4	1	9	-4	0.3	5	-3	0	-3
- Cc1nc(-c2c(C(F)(F)F)noc2-c2ccc(O)cc2O)cs1
 : 1.8	-1	8	-5	-0.1	19	3	8	-6
- CCCCNc1ccc(C(CC(N)=O)NC(=O)c2ccccc2)cc1[N+](=O)[O-] (stereo unspecified)
 : -0.9	8	1	0	-0.1	9	0	4	-4
- Cc1c(CC(=O)N[C@@H](C)C(=O)O)c(=O)oc2cc3occ(-c4ccccc4)c3cc12
 : 1.0	0	-2	-2	-0.2	0	-1	-2	8
- Cc1cc(C)c2c(n1)nn1c(N3CCN(c4ccccc4)CC3)cc(C)nc21
 : -0.3	3	5	4	0.2	7	-2	3	7
- CCCCCCCCCCn1ccc(=N)cc1
 : 0.7	1	0	8	1.3	-5	0	9	1
- CCC(C(=O)Nc1cccc(S(=O)(=O)N(C)c2ccccc2)c1)c1ccccc1 (stereo unspecified)
 : 5.2	·	·	-8	0.0	8	3	5	·
- CCOC(=O)C1CCN(C(=O)c2ccc3c(c2)OCO3)CC1
 : 3.0	-5	2	-6	0.0	1	-4	7	5
- COc1ccc(C(=O)NCc2nnc(SCC(=O)N3CCc4ccccc43)n2Cc2ccccc2)cc1
 : 0.1	4	3	-10	-0.1	-11	7	-2	1
- CN(C(=O)c1ccccc1OCc1ccc(Cl)cc1)c1ccccc1
 : 4.4	1	-4	5	0.0	1	5	-4	14
- Cc1ccc(CNC(=O)C2CCN(S(=O)(=O)c3ccc4c(c3)CC(C)N4C(=O)C3CC3)CC2)cc1 (stereo unspecified)
 : 0.4	-2	-3	-1	-0.1	5	0	-1	6
- O=C(NCc1ccccc1)NC1(C(=O)Nc2ccc3c(c2)OCCO3)CCCCC1
 : 2.8	-1	-1	-7	0.1	-6	2	5	-1
- Cc1cc2ncc(C(=O)Nc3ccccc3)c(C)n2n1
 : 0.3	4	-2	9	0.0	3	-1	4	-2
- O=C(COc1ccc([N+](=O)[O-])cc1)Nc1cccnc1
 : -1.4	0	1	4	0.0	-17	-5	3	-4
- CC(=O)c1ccc([C@@H]2C[C@]34CN(Cc5cccc(C(F)(F)F)c5)S(=O)(=O)[C@H]3C[C@H]2O4)cc1
 : 4.5	2	-4	5	0.1	40	3	0	-11
- CN(C(=O)CCS(=O)(=O)c1ccc2c(c1)oc(=O)n2C)C1CCCCC1
 : 0.3	2	0	-13	0.1	-5	-2	-5	-2
- Cc1ccc(-c2cc(C(F)(F)F)n3nc(C(=O)Nc4c(C)n(C)n(-c5ccccc5)c4=O)cc3n2)cc1
 : -0.1	-1	-7	-3	-0.1	-1	-7	10	5
- O=C1C=C(NCc2ccco2)CCC1
 : 0.6	-4	1	0	0.0	8	-6	12	9
- CCOC(=O)N1CCN(C(=O)c2ccc(CN(c3ccc(C)c(C)c3)S(C)(=O)=O)cc2)CC1
 : 1.9	-4	2	4	0.4	-1	-2	8	4
- CC(C)N(c1ccccc1)c1ccc(NC(=S)NCCN(C)C)cc1
 : 1.8	0	-4	-28	0.0	-1	-4	-9	-5
- CCCCOc1ccc(-c2ncc(C(=O)OCC)c(N)n2)cc1
 : -1.3	1	2	3	0.0	4	-6	-6	0
- CC1=C(C(=O)NC(C)c2ccc3c(c2)OCCO3)C2(CCC(C)CC2)OC1=O (stereo unspecified)
 : -0.1	0	-2	3	0.1	-10	-1	5	8
- Cc1cc(C)c2c(N)c(C(=O)Nc3nccs3)sc2n1
 : 1.8	-1	2	-1	-0.3	-8	3	-8	-7
- COc1ccc(-c2nc3c(s2)CCc2onc(-c4ccc(OC)cc4)c2-3)cc1
 : 0.6	2	-4	4	-0.2	1	-4	8	-24
- CCN(CC)C(=O)CSc1nc2ccccc2c(=O)n1-c1ccccc1OC
 : 1.4	2	-8	6	0.0	3	2	10	4
- Cc1ccc(-c2nn(-c3ccccc3)cc2/C=N/NC(=O)c2ccc(Br)o2)cc1
 : 3.1	-1	-1	1	-0.1	13	3	-7	49*
- O=C(CN(CC1CCCO1)C(=O)CNS(=O)(=O)c1ccc(Cl)cc1)NCC1CCCO1 (stereo unspecified)
 : 0.4	-8	0	-5	0.1	-7	-7	10	4
- Cc1cc(=O)oc2cc(OCC(=O)NC3CCN(Cc4ccccc4)CC3)c(Cl)cc12
 : -0.4	2	-1	4	0.1	3	-2	-1	1
- CC(C)(CO)N1CCN(C(=S)Nc2ccccc2)CC1
 : 0.3	3	5	3	0.3	-25	-3	1	-5
- O=c1c2sccc2n(Cc2cc(=O)n3ccccc3n2)c(=O)n1-c1ccccc1
 : 0.8	1	-2	-4	0.3	11	-2	2	-7
- Cc1cc(=O)oc2cc(OC(C)C(=O)NCCc3ccc(S(N)(=O)=O)cc3)ccc12 (stereo unspecified)
 : -3.7	1	-2	8	1.0	23	-4	2	-4
- CC(=O)c1ccc(OCC(O)CN2CCN(CCO)CC2)cc1 (stereo unspecified)
 : -1.1	2	0	0	-0.1	-4	-3	-2	-5
- CC(=O)Oc1ccccc1C1OCCN1C(C)=O (stereo unspecified)
 : -1.2	-14	-4	6	0.1	17	-2	0	0
- O=C(NCc1ccccc1)C(=O)NCC1OCCN1C(=O)c1cccs1 (stereo unspecified)
 : 1.5	-2	-2	7	0.0	-7	2	4	6
- CC(=O)c1ccc(N(C(=O)c2ccco2)C(C(=O)NC2CCCC2)c2ccc(N3CCOCC3)cc2)cc1 (stereo unspecified)
 : 2.4	6	1	2	-0.1	-5	-4	-1	3
- CSc1ccccc1NC(=O)c1ccco1
 : 0.6	4	-2	-4	-0.1	-1	1	3	-5
- COc1cccc2cc(C(=O)NNC(=O)c3ccc(Br)cc3)c(=O)oc12
 : -1.4	2	1	-3	0.0	6	-5	0	4
- CC1(C)CC(=O)C2=C(C1)OC(N)=C(C#N)C2C1CC=CCC1 (stereo unspecified)
 : 0.4	0	-1	-6	0.0	-3	0	13	0
- Clc1ccc(Cl)c(OCCN2CCOCC2)c1
 : 0.1	3	-6	2	0.1	-3	-1	7	-1
- Cn1nc(C(=O)Nc2cccc(S(N)(=O)=O)c2)c2ccccc2c1=O
 : -2.4	7	-4	3	-0.1	2	2	8	-3
- COc1cccc(/C=C2/SC(=S)N(CCCC(=O)Nc3ccc(O)cc3)C2=O)c1
 : 2.0	3	2	-19	-0.2	5	2	-4	4
- CCN(CC)CC(C(=O)N(CC)CC)P(=O)(c1ccccc1)c1ccccc1 (stereo unspecified)
 : -0.7	-1	-3	2	-0.1	-2	-2	8	-3
- CC(NC(=O)CN(c1ccc(Br)cc1)S(C)(=O)=O)c1ccccc1 (stereo unspecified)
 : 1.9	2	-2	5	-0.1	1	0	3	-1
- COC(=O)c1sccc1NC(=O)CSc1ccccc1NS(=O)(=O)c1ccc(Br)cc1
 : 2.7	0	0	6	0.2	5	9	-6	34

# Following part:
# Every second line gives: PP5 primary	CTSL1 counter	TPT1 inhibitor	proCasp7 act	Efflux pump inh	GASC-1 inh	PP1 counter	proCasp3 act	HCV core dimer
- Cc1c(C(=O)NCc2cccs2)oc2ccc(S(=O)(=O)N3CCOCC3)cc12
 : 2.1	2	-2	-9	0.1	6	0	-18	-1
- CC(C)(C)c1cc(-c2csc(Nc3ccccc3)[n+]2Cc2ccc(C(=O)O)cc2)cc(C(C)(C)C)c1O
 : 0.3	2	-1	4	0.0	10	2	-2	8
- CCOC(=O)c1cc2c(nc1NC(=S)NCc1ccccc1)CCCC2
 : 2.1	1	-1	11	0.5	3	0	-1	11
- Oc1ccccc1CNc1nc2ccccc2n1CCN1CCCCC1
 : 2.0	-1	-6	1	-0.3	-4	-2	8	-3
- COc1cccc(C(=O)NNC(=O)C(=O)Nc2ccc(C)cc2)c1
 : 3.0	-4	2	8	-0.1	0	-1	-2	-4
- COCCN1CCc2c(C)nc3c(-c4ccc(OC)c(OC)c4)cnn3c21
 : -1.1	0	-2	-14	0.0	2	0	0	-36

# Among those listed so far, these have a nitro group on carbon:
# Every second line gives: PP5 primary	CTSL1 counter	TPT1 inhibitor	proCasp7 act	Efflux pump inh	GASC-1 inh	PP1 counter	proCasp3 act	HCV core dimer
- CCCCNc1ccc(C(CC(N)=O)NC(=O)c2ccccc2)cc1[N+](=O)[O-] (stereo unspecified)
 : -0.9	8	1	0	-0.1	9	0	4	-4
- O=C(COc1ccc([N+](=O)[O-])cc1)Nc1cccnc1
 : -1.4	0	1	4	0.0	-17	-5	3	-4
